AID inhibitor: Primary qHTS assay for inhibitors of Activation Induced Cytidine Deaminase (AID): AID signal; Single-stranded DNA cytosine deaminase (Homo sapiens), Q9GZX7; AID deamination FRET fluorescence, UDG-coupled, 4 h; Potency, µM (top dose mostly 115 µM), without a hit: at the highest dose activity change, negative = inhibition, hits mostly inhibitors; actives 0.32% (n = 91,000); AID 1347428, 2020; also: nearly all actives have a fitted effect of over 25% in size
Target sequence (Q9GZX7 whole entry, looked up): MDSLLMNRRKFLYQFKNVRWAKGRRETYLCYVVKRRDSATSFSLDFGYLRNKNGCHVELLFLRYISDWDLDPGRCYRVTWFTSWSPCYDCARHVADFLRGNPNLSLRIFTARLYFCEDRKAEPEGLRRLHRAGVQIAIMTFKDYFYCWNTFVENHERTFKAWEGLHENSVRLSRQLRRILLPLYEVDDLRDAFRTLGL
UDG counter: Primary qHTS assay for inhibitors of Activation Induced Cytidine Deaminase (AID): UDG Counterscreen signal; Uracil-DNA glycosylase; Potency, µM (titrated, usually from 115 µM), without a hit: top-dose activity change, negative = inhibition, actives largely listed as inhibitors; actives 0.14% (n = 91,000); AID 1347430, 2020; FRET deamination/UDG coupled assay, UDG read, 4 h; also: nearly all actives have a fitted effect of over 65% in size
* = called active by the depositor; ? = inconclusive; & = joins results of further samples; [ ] = dose if it differs, or a comment. Calls follow the shape of the dose curve; as a rule, active = well fitted curve in the direction sought with a large enough effect; inconclusive = small, poorly fitted or top-dose-only effect, or another doubt; inactive = no such curve, though single readings can be large; an effect the other way counts as inactive or inconclusive. % is scaled to controls: 0 for no effect and ±100 for the full control effect; potency is read from the fitted curve at half-maximal effect. The list is partial; count on the stated rates, not on these rows.

SMILES	AID inhibitor	UDG counter
COc1ccc(OCc2ccc(C(=O)NCc3ccccc3)cc2)cc1	0%	-12%
CCC(C)NC(=O)CSc1nc2n[nH]c(C)c2c(=N)n1-c1ccc(C)c(Cl)c1 (configuration not stated)	-14%	2%
Cc1ccccc1Nc1nc(NCc2ccco2)c2ccccc2n1	-23%	0%
CC(=O)c1cccc(NC(=O)c2noc3c2CC(C)CC3)c1 (configuration not stated)	-13%	-9%
O=C(CCn1ccc2ccccc21)N1CCN(S(=O)(=O)c2cccc(F)c2)CC1	-7%	-1%
Cc1ccc(Cl)cc1N1CCN(C(=O)C2CCN(S(=O)(=O)c3cccc4nonc34)CC2)CC1	-3%	-20%
CCC(=O)N1CCc2cc(S(=O)(=O)NCCC(=O)Nc3ccc(CC)cc3)ccc21	5%	-6%
Cc1oc(-c2ccccc2)nc1CC(=O)NCC1CCCO1 (configuration not stated)	3%	-3%
O=C(O)CCCCCCCCC(O)CN1CCCCC1 (configuration not stated)	16%	0%
O=C1CN(C(=O)c2ccc(S(=O)(=O)N3CCCC3)cc2)C(c2ccc(F)cc2)c2cc(F)ccc2N1 (configuration not stated)	2%	-4%
Cc1ccc(NC(=O)CSCc2cnn(-c3ccccc3)c2-n2cccc2)c(C)c1	?	-19%
O=C(CSc1nc2ccc(N=Cc3c4ccccc4cc4ccccc34)cc2s1)NCCc1ccccc1	-27%	-7%
Cc1nn(-c2ccccc2)c(OC(=O)c2ccc(Cl)cc2)c1S(=O)(=O)c1ccccc1	26%	-4%
O=C(Oc1ccc(Sc2ccc(OC(=O)C3CC3)cc2)cc1)C1CC1	-8%	-2%
O=C(NCc1ccccc1Cn1cccn1)c1cn[nH]c1-c1ccc(F)cc1	-5%	6%
COC(=O)c1c(NC(=O)C2c3ccccc3Oc3ccccc32)sc2c1CCC(C)C2 (configuration not stated)	-4%	?
COC(=O)CCC1(C)C(=C(C)C)CCC(C)C1COc1ccc2ccc(=O)oc2c1 (configuration not stated)	-20%	-2%
COc1ccc2cc(C(=O)NC3CCS(=O)(=O)C3)[nH]c2c1 (configuration not stated)	3%	11%
Cc1c(C#N)c(NC(=O)CN2CCN(CC(=O)N3CCCC3)CC2)n(C2CCCCC2)c1C	4%	-4%
CCC1CCCCN1C(=O)Cn1c(=O)n(-c2ccc(Cl)c(Cl)c2)c(=O)c2c(C)c(C(=O)N(C)C)sc21 (configuration not stated)	?	-2%[57.5 µM]
COc1cc(OC)c(NC(=O)COCc2cc(-c3cccs3)on2)cc1Cl	12%	57%[activator]
Cc1c2cnn(-c3ccccc3)c(=O)c2c(C)n1CC(=O)Nc1ccccc1Br	?	-1%
COc1ccc(/C=C/C(=O)c2cc(C)ccc2OC(=O)c2cccs2)cc1OC	-17%	6%
Cc1ccc(S(=O)(=O)NC(c2ccccc2)c2ccccn2)s1 (configuration not stated)	8%	12%
CCOc1ccc(NC(=O)c2c(NCc3cccs3)sc3c2CCC(C)C3)cc1 (configuration not stated)	22%	-2%
CC(=O)NCc1cc(C)cc2c(C)c(C)[nH]c12	3%	-2%
CC(C)c1cc(C(=O)Nc2ccc(Cl)cc2)nn1C1CCS(=O)(=O)C1 (configuration not stated)	-7%	0%
CC(C)(C)C(=O)Nc1ccc(-c2nc3ccccc3s2)cc1	6%	7%
Cc1ccc(Nc2nc(-c3cccc([N+](=O)[O-])c3)cs2)cc1C	-12%	-4%
O=C(Nc1ccc(C2CC2)cc1)c1cccs1	-4%	-3%

Record cards, from the list above. Values in the order: AID inhibitor	UDG counter
O=C(Nc1ccc(C2CC2)cc1)c1cccs1 as listed: -4%	-3%
Cc1c2cnn(-c3ccccc3)c(=O)c2c(C)n1CC(=O)Nc1ccccc1Br as listed: ?	-1%
CC(C)(C)C(=O)Nc1ccc(-c2nc3ccccc3s2)cc1 as listed: 6%	7%
COc1cc(OC)c(NC(=O)COCc2cc(-c3cccs3)on2)cc1Cl as listed: 12%	57%[activator]

Looked up one by one from above, three records:
SMILES	AID inhibitor	UDG counter
CCC1CCCCN1C(=O)Cn1c(=O)n(-c2ccc(Cl)c(Cl)c2)c(=O)c2c(C)c(C(=O)N(C)C)sc21 (configuration not stated)	?	-2%[57.5 µM]
CC(=O)NCc1cc(C)cc2c(C)c(C)[nH]c12	3%	-2%
Cc1c2cnn(-c3ccccc3)c(=O)c2c(C)n1CC(=O)Nc1ccccc1Br	?	-1%

The results go on.
SMILES	AID inhibitor	UDG counter
O=C(OCc1nc2ccccc2s1)C1=NN(C2CCS(=O)(=O)C2)C(=O)CC1 (configuration not stated)	2%	2%
CN(C)c1ccc(C(CNS(=O)(=O)c2ccc(Br)cc2)N2CCCC2)cc1 (configuration not stated)	-14%	-12%
COc1ccc(OC)c(Nc2c3c(nc4ccccc24)CCC3)c1	-14%	-12%
COc1ccc(C2=NS(=O)(=O)N(C)C(C(=O)Nc3cccc(O)c3)=C2)cc1OC	-2%	-1%
CC(C)c1ccc(NC(=O)c2cccn2-c2nnc(N3CCCCC3)s2)cc1	?	69%[activator]
O=C(CN1CCN(Cc2ccc(Cl)cc2)C1=O)NCc1ccc(F)cc1	-1%	6%[57.5 µM]
CCOC(=O)c1c(S(=O)(=O)N2CCC(C(=O)Nc3ccc(OCC)cc3)CC2)c(C)n(C)c1C	21%	9%
Cc1occc1C(=O)NC(C)c1ccccc1Br (configuration not stated)	-14%	-10%
CC(=O)c1ccc(NC(=O)CSC2=C(C#N)C(c3ccccc3C)C3=C(CCCC3=O)N2)cc1 (configuration not stated)	-13%	2%
Cc1c(CC(=O)O)c(=O)oc2c(C)c(OCc3nn[nH]n3)ccc12	10%	1%
CN1C(=O)Cc2cc(S(=O)(=O)NCc3ccccc3Cl)ccc21	15%	162%[activator]
Cc1ccccc1OCC(=O)Nc1c(N2CCCC2)c2ccccc2oc1=O	-4%	9%
CN(Cc1ccsc1)C(=O)c1ccc(C(=O)c2ccccc2)cc1	-6%	9%
Cc1ccc(NC(=O)COc2ccc(-c3nn(C)c(=O)c4ccccc34)cc2)c(C)c1	?	-19%&-5%
N#CC1=C(c2ccccc2)C(O)(c2ccccc2)NC1=O (configuration not stated)	-11%	-1%
COc1cc(NC(=O)C2CCN(c3nc4ccccc4nc3C(F)(F)F)CC2)cc(OC)c1	-3%	6%
COc1ccc(Cl)cc1NC(=O)C1CCN(c2ncnc3c2nc2n3CCCCC2)CC1	-8%[57.5 µM]	-10%[57.5 µM]
Cc1cc(C)c2c(NC(=O)c3ccccc3Cl)c(C(=O)NCc3ccc(Cl)cc3)sc2n1	2%	16%
COc1ccc(CN2CCN(S(=O)(=O)c3cc(OC)ccc3OC)CC2)cc1	-18%	?
Cc1cc(C)c2c(n1)SCC(=O)N2CC(=O)Nc1cccc(C)c1C	11%	2%
FC(F)(F)c1cccc(N=c2cc(-c3ccccc3)oc3ccc(Cl)cc23)c1	-14%	-1%
CCOc1ccccc1-c1nc(Cn2c(=O)cc(C)c3c(C)nn(-c4ccccc4)c32)c(C)o1	9%	1%
Cc1ccccc1Cn1cc(CCC(=O)NC(C)c2ccccc2)c2ccccc21 (configuration not stated)	-2%	-1%
NCC1CCN(CCc2ccccc2)C1 (configuration not stated)	3%	-5%
CN1CCN(C2=Nc3ccccc3Oc3ccc(Cl)cc32)CC1	45%[activator]	2%
CCOc1ccc(NC(=O)Cn2c(NCc3ccccc3)nc3ccccc32)cc1	-14%	1%
COc1ccc(CCNC(=O)c2cc(=O)c3c(C)cc(C)cc3o2)cc1OC	?	14%
O=C(Cc1noc(C(=O)NCc2ccccc2)n1)Nc1cccc2ncccc12	12%	6%
CCOC(=O)c1c(C)oc2nc(C)nc(Nc3ccc(C)c(Cl)c3)c12	25%	?
CCCCOCCCNC(=O)CCC(=O)NC1CCCC(C)C1C (configuration not stated)	-1%	3%

At a glance, part of the list above:
SMILES	AID inhibitor	UDG counter
CCOc1ccccc1-c1nc(Cn2c(=O)cc(C)c3c(C)nn(-c4ccccc4)c32)c(C)o1	9%	1%
Cc1ccccc1Cn1cc(CCC(=O)NC(C)c2ccccc2)c2ccccc21 (configuration not stated)	-2%	-1%
NCC1CCN(CCc2ccccc2)C1 (configuration not stated)	3%	-5%
CN1CCN(C2=Nc3ccccc3Oc3ccc(Cl)cc32)CC1	45%[activator]	2%

Ordered by value in AID inhibitor (falling): 3 of the compounds above.
Structure | AID inhibitor
Cc1nn(-c2ccccc2)c(OC(=O)c2ccc(Cl)cc2)c1S(=O)(=O)c1ccccc1 | 26%
Cc1cc(C)c2c(NC(=O)c3ccccc3Cl)c(C(=O)NCc3ccc(Cl)cc3)sc2n1 | 2%
O=C(CCn1ccc2ccccc21)N1CCN(S(=O)(=O)c2cccc(F)c2)CC1 | -7%

Further records:
SMILES	AID inhibitor	UDG counter
C/C(=N/O)c1cc(C)ccc1O	-6%	-1%
CC(C)c1nnc(N2C(=O)c3oc4ccccc4c(=O)c3C2c2cccc(O)c2)s1 (configuration not stated)	26%[57.5 µM]	3%[57.5 µM]
CCc1ccc(C2=NN(CCC(=O)NCCc3ccc(OC)c(OC)c3)C(=O)CC2)cc1	6%	-6%[57.5 µM]
CC1CCN(C(=O)Cn2cc(SCc3ccc(C(F)(F)F)cc3)c3ccccc32)CC1	1%	-5%
Cc1ccc(-c2n[nH]c(-c3ccc(C)c(C)c3)c2C)cc1C	-10%	-10%
CSc1ccccc1NC(=O)C(c1ccccc1)c1ccccc1	-3%	8%
Cc1nc2ccn(Cc3cccs3)c(=O)c2cc1C(=O)N1CCN(c2ccccc2F)CC1	-22%	-2%[57.5 µM]
COc1ccc(NC(=O)CCc2c(C)nc3c(c2C)c(=O)n(C)c(=O)n3C)c(OC)c1	30%	13%
S=C(NCCSc1ccc(Cl)cc1)NCCc1ccccc1	-12%	1%
Cc1ccccc1C(=O)Nc1cccc(OCc2cc(=O)n3cccc(C)c3n2)c1	-5%	3%
Cc1cccc(-c2nc(SCCCOc3ccccc3Cl)n3[nH]c(=O)cc3n2)c1	-15%	-1%
CCc1c(C)sc(NC(=O)C2c3ccccc3Oc3ccccc32)c1C(=O)OC(C)C	-8%	?
Cc1cccn2c(=O)c3cc(C#N)c(=O)n(-c4nnc(SCc5ccc(Cl)cc5)s4)c3nc12	217%[activator]	-10%
Nc1nccnc1C(=O)NCc1ccc(N2CCc3ccccc3C2)nc1	-12%	-12%
CC(C)(C)c1ccc(C(=O)N2CCN(Cc3cc(=O)n4nc(-c5ccccc5F)sc4n3)CC2)cc1	24%	-15%
O=C(O)c1ccc2n[nH]nc2c1	30%[activator]	2%
NC1CCOCC1	7%	-13%
O=C(Nc1ccccc1)C1=C(Nc2ccc(F)cc2F)c2ccccc2S1(=O)=O	?	0%
O=C(CCCCn1c(=O)c2ccccc2n(CC(=O)Nc2ccccc2)c1=O)NCc1ccccc1Cl	14%	8%
CCCCNc1nc2c(c(=O)[nH]c(=O)n2C)n1Cc1cccc(C)c1	-7%	6%
N#CC(Cc1ccc(Cl)cc1)(Cc1ccc(Cl)cc1)C(=O)NC1CCCCC1	0%	-5%
COc1cccc(NC(=O)Cn2cc(C(=O)C3CCCCC3)c3ccccc32)c1	?	-14%
CCc1ccc(/C=N/Nc2ccc(S(=O)(=O)Nc3ccc(C)cc3C)cc2[N+](=O)[O-])cc1	-5%	-6%
Cc1cccc(NS(=O)(=O)c2ccc3[nH]c(=O)[nH]c3c2)c1C	82%[activator]	20%
O=C(Nc1ccc2nc[nH]c(=O)c2c1)c1cc(Br)ccc1Cl	4%	5%
Cc1occc1C(=O)N(Cc1cccs1)C1CC1	1%	0%
Cc1cc(Sc2cc(C)c(O)c(C(C)(C)C)c2)cc(C(C)(C)C)c1O	-2%	-22%
COC(=O)c1c(NC(=O)c2ccc(S(=O)(=O)N3CCCCC3)cc2)sc2c1CCN(C)C2	26%	1%
COc1ccccc1CNC(=O)c1ccc2c(c1)nnn2C1CCCC1	-26%	-1%
Cc1cccc(-n2nnnc2C2(Nc3ccccc3)CCCC2)c1	-7%	4%
O=S(=O)(Nc1nc2ccccc2nc1Nc1ccccc1Br)c1ccccc1	5%	-5%
COc1cc(-c2noc(-c3ccc(NCc4ccccc4)c([N+](=O)[O-])c3)n2)cc(OC)c1OC	10%	2%
Cc1ccc(SCc2ccccc2C#N)cc1	-9%	-10%
COC(=O)c1cccc(COC(=O)c2ccc(CNC(C)=O)cc2)c1	-2%	1%
O=C(NCC1OCCc2ccccc21)c1cccc(Br)c1 (configuration not stated)	-5%	-6%
O=C(c1ccc(CS(=O)c2ccccc2Cl)o1)N1CCN(c2ccccc2F)CC1 (configuration not stated)	-19%	5%
COCCCNC(=O)c1sc(NCc2ccco2)nc1C	3%	-1%
CN(C)C(=O)C(Sc1nnc(-c2cc(Cl)ccc2Cl)n1N)c1ccccc1 (configuration not stated)	0%	0%
O=C(Nc1ccccc1C(=O)NCCc1ccco1)C1=CSCCO1	-6%	3%
CCOC(=O)c1cc(-c2cc(OC)c(OC)c(OC)c2)nc2ccccc12	0%	1%
O=C1COc2cc(S(=O)(=O)CCC(=O)N3CCN(c4cccc(Cl)c4)CC3)c(Cl)cc2N1	7%	4%
O=C(N/N=C/c1ccc(-c2ccccc2)cc1)c1ccc(Br)s1	3%	9%
COc1ccccc1C(=O)Nc1ccccc1OCc1cc(=O)n2ccccc2n1	-17%	-3%
Cc1ccc(-n2nc(C(=O)N(C)c3ccccc3Cl)c3c4ccccc4n(C)c3c2=O)cc1	-20%	0%

Screens (PubChem)
